# Screening data (PubChem)
# Tb PFK block: T. brucei PFK enzyme inhibition; O15648; T. brucei PFK, ADP-Glo luminescence; Potency, µM (titrated, usually from 57.5 µM), for inactives: at the highest dose activity, negative = inhibition, hits mostly inhibitors; hit rate 0.17% among 330,000; AID 485367;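 also: potency is read from the fitted curve at half-maximal effect; 0% = uninhibited 1x PFK enzyme wells and -100% = no-enzyme wells; nearly all actives have a fitted effect of over 60% in size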
#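 Compounds were pin-transferred as a titration series up to 57 uM into substrate buffer (0.5 mM F6P, 0.1 mM ATP, pH 8.0), then 1.25 nM PFK was added and reactions ran 45 min before ADP-Glo detection.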
# TSHR antagonist: antagonists of human thyroid stimulating hormone receptor | TSHR-expressing cells, TSH-stimulated cAMP HTRF, 2 h; hits give low values | activity change, negative = inhibition, % at 11.5 µM | P16473 | hit rate 0.2% among 330,000;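 active = activity change below a set negative limit, meaning inhibition stronger than a set level, cut at about -70% in these data; inconclusive = activity change between two set negative limits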; also: % is scaled to controls: 0 for no effect and ±100 for the full control effect
#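 Inhibition of cAMP made by TSHR-expressing cells under TSH stimulation (4nM final, EC80; 2 h, 37 deg C) is quantified with a one-step lysis HTRF kit, anti-cAMP cryptate versus cAMP-d2.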
# Eya2 phos inh: blocks the phosphatase activity of human Eya2; O00167; recombinant Eya2, OMFP fluorescence dephosphorylation (OMFP is methylfluorescein phosphate); Potency, µM (doses to about 76.9 µM), for the others: at the top dose activity, negative = inhibition, actives largely listed as inhibitors; hit rate 0.006% among 330,000; AID 488837; also: potency is read from the fitted curve at half-maximal effect; % is scaled to controls: 0 for no effect and ±100 for the full control effect
# Target sequence (O00167 whole entry, looked up): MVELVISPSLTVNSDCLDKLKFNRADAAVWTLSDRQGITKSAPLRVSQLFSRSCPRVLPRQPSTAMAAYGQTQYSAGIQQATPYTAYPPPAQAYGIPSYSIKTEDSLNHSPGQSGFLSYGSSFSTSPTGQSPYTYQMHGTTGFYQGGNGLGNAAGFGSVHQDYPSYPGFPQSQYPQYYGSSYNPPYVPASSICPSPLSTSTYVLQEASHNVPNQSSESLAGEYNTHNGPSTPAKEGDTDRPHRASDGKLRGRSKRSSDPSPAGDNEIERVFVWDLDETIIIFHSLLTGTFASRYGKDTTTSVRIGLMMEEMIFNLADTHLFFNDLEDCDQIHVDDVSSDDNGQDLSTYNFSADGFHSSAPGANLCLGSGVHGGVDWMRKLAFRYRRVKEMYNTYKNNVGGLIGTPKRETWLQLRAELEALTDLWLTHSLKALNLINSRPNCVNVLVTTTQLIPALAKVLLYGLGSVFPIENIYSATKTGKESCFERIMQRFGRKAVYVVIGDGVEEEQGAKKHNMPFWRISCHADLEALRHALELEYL
#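 Eya2 protein (added as 0.2 uM solution) was preincubated with compound for 10 min at ambient temperature in 50 mM HEPES pH 7.5, 50 mM NaCl, 5 uM MgCl2, 0.05% BSA, 1 mM DTT. OMFP (added at 50 uM) then reacted 10 min; fluorescence read at 485/525 nm.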
# TCR activator: activates T cell receptor signaling; primary human leukocytes, anti-CD3, IL-2 HTRF, 48 h; Potency, µM (highest dose often 9.22 µM), for inactives: at the top dose activation of IL-2 secretion, most hits filed as activators; 330,000 tested, under 10 active; AID 504894; also: % of control where 0% means no effect
#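 1) Mix primary human leukocytes, a-CD3 beads and compound. 2) Incubate 48 hr. 3) Add HTRF IL-2 reagents (a-IL-2-K, a-IL-2-d2).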
# BCR signal inh: blocks chronic active B-cell receptor signaling. ABC-DLBCL IkBa-CBG/CBR reporter, luminescence ratio, 4 h. Potency, µM (highest dose often 46.1 µM), for inactives: at the highest dose ratio change, negative = lower green/red ratio, most hits filed as inhibitors. hit rate 0.05% among 340,000. AID 493014; active = well fitted inhibition curve with a large enough effect in the signal ratio, with a control signal flat, not every such curve was filed as active; inconclusive = small, poorly fitted or top-dose-only effect, or effect the other way, or a change in a side signal; the % refers to the signal ratio;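 also: potency is read from the fitted curve at half-maximal effect; plate controls were basal doxycycline-induced cells for no effect and cells given 10 µM MG132 for full effect; MG132 reads +100%, hits lower the ratio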
#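 Cell line TMD8 (human ABC DLBCL), stably expressing tet-inducible CBG68-IkBa fusion and CBR; IMDM/0.5% FBS; cpd up to 46 uM; dox induction, 4 h, 37C/5% CO2; dual luminescence; green/red ratio; MG132 control.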
# TSG101-PTAP inh: blocks PTAP/TSG101 interaction to inhibit HIV-1 budding. Q99816. Fluorescence polarization, FITC-PTAP peptide / Tsg101 binding. Potency, µM (series often up to 115 µM), for inactives: at the top dose activity change, negative = inhibition, actives largely listed as inhibitors. 340,000 tested, under 10 active; active = well fitted inhibition curve with a large enough effect in the main read-out, with a control signal flat, not every such curve was filed as active; inconclusive = small, poorly fitted or top-dose-only effect, or effect the other way, or a change in a side signal; inactive = no such curve, though single readings can be large or run the other way; also: potency is read from the fitted curve at half-maximal effect; % of control where 0% means no effect
# Target sequence (Q99816 whole entry, looked up): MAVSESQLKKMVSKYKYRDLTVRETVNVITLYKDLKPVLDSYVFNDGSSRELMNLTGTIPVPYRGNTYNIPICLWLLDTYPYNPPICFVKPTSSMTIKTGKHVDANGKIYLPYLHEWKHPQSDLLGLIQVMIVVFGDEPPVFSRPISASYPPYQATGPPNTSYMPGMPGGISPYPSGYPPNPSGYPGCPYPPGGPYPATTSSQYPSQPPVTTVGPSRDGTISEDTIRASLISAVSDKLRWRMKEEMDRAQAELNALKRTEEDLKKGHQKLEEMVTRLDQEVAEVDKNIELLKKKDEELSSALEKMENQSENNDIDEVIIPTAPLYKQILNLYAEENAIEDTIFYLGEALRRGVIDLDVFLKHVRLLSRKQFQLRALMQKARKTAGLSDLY
#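 Fluorescence polarization binding of Tsg101 binding domain (10 uM final) to FITC-labeled PTAP peptide (50 nM final) in HEPES pH 7.5 buffer with NaCl, Tween 20, EDTA, TCEP. Compounds added before peptide; binding 20 min at RT.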
# ELG1 repair inh: ELG1-dependent DNA repair inhibition; HEK293T ELG1-luciferase reporter, luminescence, 16 h; DNA damage induced by 5-fluorouridine; Potency, µM (series often up to 46.1 µM), for the others: top-dose activity change, negative = inhibition, most hits filed as inhibitors; hit rate 2.3% among 330,000; AID 504467; also: potency is read from the fitted curve at half-maximal effect; % is scaled to controls: 0 for no effect and ±100 for the full control effect; nearly all actives have a fitted effect of over 55% in size
#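 In this reporter screen, reduction of luminescence relative to DMSO vehicle indicated activity. Compounds and 5-fluorouridine were added together to 2,000 cells per well, incubated for 16 hr at 37 °C, then developed with ONE-Glo.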
# uPA surface inh: cell surface uPA generation inhibition; cell surface uPA generation assay, qHTS; Potency, µM (highest dose often 38.3 µM), for the others: at the top dose activity change, negative = inhibition, actives largely listed as inhibitors; hit rate 0.31% among 330,000; AID 540303; active = well fitted inhibition curve with a large enough effect; inconclusive = small, poorly fitted or top-dose-only effect; inactive = no such curve, though single readings can be large or run the other way; tested in mouse RAW 264.7 cells; also: potency is read from the fitted curve at half-maximal effect; % is scaled to controls: 0 for no effect and ±100 for the full control effect; nearly all actives have a fitted effect of over 55% in size
# USP2a inh: inhibitors of human ubiquitin-specific protease USP2a; O75604; USP2 core, Ub-CHOP2 coupled fluorogenic reporter, 485/531; Potency, µM (series often up to 38.3 µM), inactives show at the highest dose activity change, negative = inhibition, usual class: inhibitors; hit rate 0.01% among 330,000; AID 463254;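 also: potency is read from the fitted curve at half-maximal effect; plate controls were DMSO wells for no effect and full inhibition by NEM control for full effect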
#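 Cell-free coupled assay: 10nM USP2 core preincubated 30min RT with compound in Tris-HCl pH 8.0/CaCl2/CHAPS buffer, then 25nM Ub-CHOP2 and 25nM reporter substrate; fluorescence (Ex 485/Em 531) read after 60min RT, normalized to NEM inhibition, concentration-response curves fitted.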
# Mito fusion yeast: blocks mitochondrial division or promotes mitochondrial fusion. S. cerevisiae fusion-defective mutant growth rescue, CellTiterGlo 48 h. Potency, µM (highest dose often 46.1 µM), without a hit: at the highest dose growth rescue (activation), actives largely listed as activators. hit rate 0.23% among 320,000. AID 485298;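 also: potency is read from the fitted curve at half-maximal effect; % of control where 0% means no effect; nearly all actives have a fitted effect of over 45% in size; temperature-sensitive fusion mutants such as fzo1-1 at 37 °C on non-fermentable ethanol glycerol medium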
#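 Yeast fusion mutant, YPEG (non-fermentable carbon), compound, 48 h at 37C non-permissive; CellTiterGlo added, 10 min RT, luminescence read. Rescued growth = division inhibition.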
# B2AR arrestin: recruits beta-arrestin to the human beta2-adrenergic receptor; Potency, µM (doses to about 46.1 µM), for inactives: at the top dose activation, usual class: activators; beta-arrestin recruitment to beta2AR, cell-based reporter; P07550; hit rate 0.02% among 330,000;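 also: potency is read from the fitted curve at half-maximal effect; 0% = DMSO controls and full agonism = EC100 isoproterenol or metaproterenol; nearly all actives have a fitted effect of over 65% in size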
# An asterisk follows results filed as active; ? = inconclusive; . = not tested or not shown; [ ] = remark or other dose. Unless noted, calls follow the shape of the dose curve; as a rule, active = well fitted curve in the direction sought with a large enough effect; inconclusive = small, poorly fitted or top-dose-only effect, or another doubt; inactive = no such curve, though single readings can be large; an effect the other way counts as inactive or inconclusive.
SMILES,Tb PFK block,TSHR antagonist,Eya2 phos inh,TCR activator,BCR signal inh,TSG101-PTAP inh,ELG1 repair inh,uPA surface inh,USP2a inh,Mito fusion yeast,B2AR arrestin
CC1CC(C)(C)NC(=S)N1CCC(=O)N1CCc2ccccc21 (configuration not stated),-1%,7,16%,.,1%,0%,4%,-1%,0%,0%,-0.8%
Cc1cc(C(=O)C[N+]2(C)CCOCC2)c(C)n1-c1ccc(Br)cc1,-4%,0,6%,0%,2%,-3%,-7%,4%,3%,-1%,0.1%
COc1ccc(Cc2nc3ccccc3n2CC(=O)N/N=C/c2ccc(C)cc2O)cc1OC,5%,5,-5%,-2%[46.1 µM],-7%,1%,-8%,-2%,1%,2%,3.5%
Cc1ccc(C2(CC(=O)Nc3nccs3)CCOC(C(C)C)C2)cc1 (configuration not stated),-3%,11,1%,-1%[46.1 µM],1%,-1%,-16%,9%,-2%,22%,-1.1%
CC(Oc1ccc(Cl)cc1Cl)C(=O)NCCCN(C)C (configuration not stated),2%,6,4%[15.4 µM],1%,-1%,-4%,0%,-6%,3%,-2%,-0.2%
CCN(CC)C(=O)CN1CCN(Cc2ccc3c(c2)OCO3)CC1,-3%,-1,-8%,0%,-1%,-1%,3%,6%,-4%,-14%,-0.3%
O=C(CN1CCOCC1)Nc1ccc(Oc2ccc(NC(=O)CN3CCOCC3)cc2)cc1,-4%,-4,3%,.,-7%,.,13%,14%,-1%,2%,-0.4%
O=C(Cn1nnc2ccccc2c1=O)Nc1cc(C(F)(F)F)ccc1N1CCOCC1,2%,-2,4%,3%,-5%,0%,-3%,11%,0%,5%,-0.6%
CCCCn1c(N)c(N(CCC(C)C)C(=O)COC(=O)c2cccnc2SC)c(=O)[nH]c1=O,0%,13,8%,-3%,-2%,-1%,1%,5%,0%,3%,-0.3%
CCN(CC)S(=O)(=O)c1ccc(/C=C/C(=O)OCC(=O)c2c(N)n(C)c(=O)n(C)c2=O)cc1,2%,10,-11%,-7%,13%,-2%,-18%,-15%,1%,10%,0.0%
O=C(NC(=S)NC1CCCCC1)c1ccc(F)cc1,0%,4,-18%,10%,-13%,-8%,?,-1%,-2%,-4%,8.4%
CCCCS(=O)(=O)C(=C1Nc2ccccc2N1)S(=O)(=O)CCCC,-1%,2,7%,-4%,4%,-2%,15%,-4%,-8%,-1%,-3.7%
Cc1ccc(OCCNC(=O)c2ccc3ccccc3n2)cc1,4%,-2,-15%,4%,?,-3%,?,-11%,1%,32%,0.1%
Cc1c(C(=O)Nc2c3c(nn2C(C)(C)C)CS(=O)(=O)C3)cccc1[N+](=O)[O-],0%,6,3%,0%,3%,-1%,4%,7%,-1%,-3%,0.2%
CCCCNC(=O)N(O)C1N(/N=C/c2ccco2)C(=S)SC1(C)C (configuration not stated),0%,1,-6%,4%,0%,-3%,6%,-5%,-1%,-4%,-0.1%
CCOC(=O)C1(CC2CCCCO2)CCN(Cc2c(C)cc(C)cc2-n2cccn2)CC1 (configuration not stated),-8%,9,5%,-3%,?,-3%,-9%,3%,-1%,-2%,-0.2%
CN(C)S(=O)(=O)c1ccc(N2CCCC2)c(C(=O)N2CCN(S(=O)(=O)c3cccc(F)c3)CC2)c1,6%,4,-16%,1%,-3%,2%,-3%,-4%,-1%,3%,-2.5%
COc1ccc(NC(=O)OCCN2CCN(Cc3ccccc3)CCC2=O)cc1,0%,-2,1%,-3%,?,-1%,27%,5%,-2%,-1%,-0.9%
CC(C)c1nn2c(N)c(/C=C3\C=Nc4ccccc43)c(=O)nc2s1,19%,-18,4%,-3%,?,-3%,-17%,10%,-1%,0%,-0.1%
Cc1ccc(S(=O)(=O)NC(=O)c2cc(C)n(CCCN3CCOCC3)c2C)cc1,2%,-1,-26%,3%,5%,-3%,1%,7%,-5%,0%,0.0%
O=C(Nc1cc(C(F)(F)F)ccc1Cl)C(Sc1cccc[n+]1[O-])c1ccccc1 (configuration not stated),6%,-4,-2%,3%[46.1 µM],?,-4%,7%,-4%,-2%,-3%,-0.8%
Cc1cc2cc(CNS(=O)(=O)c3ccc4ccccc4c3)ccc2n1C,-2%,22,-12%,-1%,2%,-3%,-14%,12%,0%,2%,-0.1%
COc1ccc(C(=O)N/C(=C\c2ccccc2)C(=O)N2CCOCC2)cc1,1%,-4,10%,-3%,1%,.,-5%,12%,0%,0%,-0.4%
COC(=O)CCCn1nc(NC(=O)COc2ccc(F)cc2)cc1C,-2%,-8,5%,-3%,-13%,-1%,3%,0%,0%,-8%,0.3%
CC(C)(C)c1nc2ccccc2c2nnc(SCC(=O)Nc3nccs3)n12,-2%,0,-8%,-13%,2%,-6%,?,-19%,3%,-1%,0.2%
CCOC(=O)CC1=C(C(=O)OCC)C(c2ccncc2)C(C#N)=C(N)O1 (configuration not stated),-2%,1,-28%,-2%,?,-4%,17%,-8%,-1%,0%,0.3%
COc1cc(OC)nc(N/N=C(\c2ccccc2)c2ccncc2)n1,-1%,-4,-1%,-1%[46.1 µM],-12%,-4%,?,0%,0%,13%,0.1%
CN(Cc1ccccc1)C(=O)COC(=O)c1ccc(Br)o1,5%,-1,5%,2%[46.1 µM],4%,-1%,11%,-1%,2%,.,-0.4%
COC(=O)c1ccccc1N=Nc1c(C)n[nH]c1C,-1%,-1,0%,-3%,-7%,-5%,-13%,?,-3%,2%,-0.6%
O=C(c1cccs1)N1CCN(S(=O)(=O)Cc2ccccc2)CC1,1%,4,1%,-9%[46.1 µM],-4%,-1%,-6%,-3%,2%,0%,-0.9%
CCOc1ccc(S(=O)(=O)N2CCN(C(=O)CN3C(=O)NC(C)(C)C3=O)CC2)cc1,0%,-14,9%,14%,10%,1%,4%,-30%,5%,-1%,0.2%
O=C(NCCCN1CCCC1=O)c1ccc2c(c1)NC(=O)c1ccccc1S2,2%,-1,-6%,-1%,3%,-2%,1%,-2%,4%,1%,0.1%
Cc1ccc2c(c1)c1c3n2CC(=C2C(=O)OC(C)(C)OC2=O)NC3CCC1 (configuration not stated),3%,10,-8%,1%,1%,-9%,-15%,2%,0%,-1%,-0.2%
Cc1ccn2c(CNCC3COCCO3)c(C(=O)N3CCCCCC3)nc2c1 (configuration not stated),-8%,34,-7%,4%,?,-9%,9%,6%,3%,-1%,-0.4%
O=C(c1ccccn1)c1ccc2ccccc2n1,1%,-3,0%,1%,?,-3%,16%,0%,1%,-1%,-0.1%
CC(=O)Oc1c(C)c(C)c2c(c1C)CC[C@@](C)(CCC[C@H](C)CCC[C@H](C)CCCC(C)C)O2,3%,-6,-6%,-2%,8%,0%,7%,-3%,3%,-1%,0.0%
Cc1ccc2nc(NCC(=O)NN)nc(-c3ccccc3)c2c1,0%,-16,7%,-5%,11%,1%,-22%,1%,6%,-2%,-0.2%
N#CC1=C(N)OC2=C(C(=O)CCC2)C1C1CC=CCC1 (configuration not stated),-2%,2,2%,1%,10%,-14%,-8%,-2%,3%,1%,0.0%
O=C(CC1S/C(=N/N=C/c2cccs2)NC1=O)Nc1ccc(Cl)c(Cl)c1 (configuration not stated),0%,-5,-3%,-3%[46.1 µM],-1%,0%,?,-1%,2%,3%,-0.4%
Cc1cc(NC(=O)C23CC4CC(C2)CC(n2cnc([N+](=O)[O-])n2)(C4)C3)no1,-4%,21,11%,0%,2%,-1%,-8%,10%,0%,-5%,-1.0%
COc1ccc(CN(C)C(=O)c2ccccc2OCc2c(C)noc2C)c(OC)c1,0%,4,2%,-1%,-9%,0%,-22%,8%,0%,0%,-0.8%
O=[N+]([O-])c1ccccc1Sc1nccn1Cc1ccccc1,0%,-37,1%,8%[46.1 µM],0%,3%,7%,-8%,1%,20%,-0.2%
COc1ccc(NC(=O)Nc2ccc(OC)cc2)cc1,-2%,2,-3%,0%,?,-1%,?,-1%,0%,1%,-1.9%
COc1ccc(C)cc1NS(=O)(=O)c1ccc2c(c1)CCN2C(C)=O,0%,0,-15%,-5%,-2%,-4%,-2%,-17%,0%,4%,0.2%
CC/C=C(/NC(C)=O)c1ccccc1,2%,24,0%,-2%,-1%,-5%,?,9%,0%,-4%,-0.5%
Nc1nonc1-n1nnc(C(=O)N/N=C/c2ccc(Cl)cc2Cl)c1CN1CCOCC1,7%,-2,-8%,-2%,4%,-3%,9%,-4%,1%,-8%,-0.5%
COCCNCC(=O)N1CCCCCC1,-3%,24,-8%,-2%,3%,0%,-16%,4%,?,6%,-0.2%
